# Source: PubChem BioAssay
# SIRT5 block – sirtuin-5 (human) deacylase inhibition. Purified SirT5, succinyl-peptide AMC, trypsin-coupled fluorescence. 330,000 tested, 1.1% active. Q9NXA8. inhibition, % at 15 µM; in the data active = inhibition above about 15%; inconclusive = no clear call, values can overlap the other calls
# Cneo AK release – Cryptococcus neoformans lysis via adenylate kinase release | lysis activity, % at 15 µM | C. neoformans lysis, adenylate kinase release luminescence, 4 h; normalised: neutral wells 0, clomiphene wells 100 | AID 651654 | 360,000 tested, 0.2% active;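 active = mean lysis activity across replicates of at least 80%, whatever share of replicates individually reach that level; inactive = mean lysis activity below 80%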
#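 Material – Cryptococcus neoformans yeast cells · Quantity – 5 × 10^6 yeast cells/mL · Buffer or medium – YPD medium · Compound – single dose · Timing – 4 h static compound exposure, 37 °C, read 1 h post-reagent · Signal – adenylate kinase release luminescence · Read-out basis – lysis from increased AK signal · Benchmarks – Clomiphene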
# Xi reactivation – reactivates the inactive X chromosome in mouse fibroblasts | XiGFP mouse fibroblasts, % GFP-positive cells imaging, 3 d; cells co-treated with 5-aza-dC sensitizer; scaled so ellipticine positive control = 100% | activation, % at 7.58 µM | AID 743238 | 360,000 tested, 0.055% active;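 active = mean normalized replicate activation at least 10% and every replicate at or above 10%; inconclusive = only one of the two criteria met; inactive = mean below 10% and not all replicates reach 10%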;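 note: 0% = median of on-plate neutral control wells and 100% = ellipticine 6 µM median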
#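 material = 68-5-11 XiGFP fibroblast line | medium = DMEM plus 5-aza-dC sensitizer | schedule = 3 days compound exposure | benchmarks = positive control ellipticine, 6 µM final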
# PGC1a acetyl inh – modulators of PGC1a acetylation. inhibition, % at 15.6 µM. 350,000 tested, 0.17% active. AID 651687. U2OS PGC1a acetylation, AlphaScreen anti-acetyl-lysine; with virally co-expressed GCN5 acetyltransferase;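 active = every replicate shows inhibition of at least 40%; inconclusive = mean inhibition at least 40% but some replicate below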;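 note: 0% = neutral control wells and 100% = positive control wells; some results beyond the cut were filed as inactive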
# S100A4 MyoIIA – blocks human S100A4 binding to myosin IIA peptide; P26447; S100A4/TAMRA-MyoIIA peptide fluorescence polarization; inhibition, % at 10.7 µM; 360,000 tested, 0.14% active;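 active = mean inhibition of at least 70% across replicates, with every replicate also reaching that level; inconclusive = mean inhibition reaches 70% but some replicates fall short; inactive = mean inhibition below 70%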
# Target sequence (P26447 whole entry, looked up): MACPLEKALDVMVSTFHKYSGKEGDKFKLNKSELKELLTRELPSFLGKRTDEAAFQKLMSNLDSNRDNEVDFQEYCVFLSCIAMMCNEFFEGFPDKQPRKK
#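 Test system – S100A4 monomer (human) · Compound – single-point compound testing · Schedule – 5 min incubation before reading · Probe or stimulus – TAMRA-labelled myosin IIA heavy-chain peptide probe, 5 nM · Benchmarks – neutral control DMSO, positive control TFP · Medium – Calcium-containing HEPES buffer, pH 7.2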
# C2C12 statin – suppression of simvastatin myotoxicity. rescue of ATP level, % at 7.49 µM. 330,000 tested, 0.78% active. C2C12 myotubes + simvastatin, ATP luminescence, 48 h; scaled: DMSO 0, geranylgeraniol control 100;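 active = mean ATP rescue above about 67%, or every replicate alone reaching that limit, limit read from the data, passing the limit was not always enough; inconclusive = no clear call, values can overlap the other calls; inactive = mean under the limit and some replicate under it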;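 note: myotubes were challenged with 10 µM simvastatin during compound exposure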
# ERAP1 inh – blocks human ERAP1 aminopeptidase activity | Q9NZ08 | recombinant ERAP1, Leu-AMC fluorescence, 60 min | inhibition, % at 10.7 µM | 340,000 tested, 0.15% active;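 active = mean replicate inhibition of at least 30%, or all replicates individually reaching that 30% level; inactive = mean below 30% and not every replicate reaching it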;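 note: 0% = neutral control wells and 100% = L-leucinethiol positive control wells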
# Target sequence (Q9NZ08 whole entry, looked up): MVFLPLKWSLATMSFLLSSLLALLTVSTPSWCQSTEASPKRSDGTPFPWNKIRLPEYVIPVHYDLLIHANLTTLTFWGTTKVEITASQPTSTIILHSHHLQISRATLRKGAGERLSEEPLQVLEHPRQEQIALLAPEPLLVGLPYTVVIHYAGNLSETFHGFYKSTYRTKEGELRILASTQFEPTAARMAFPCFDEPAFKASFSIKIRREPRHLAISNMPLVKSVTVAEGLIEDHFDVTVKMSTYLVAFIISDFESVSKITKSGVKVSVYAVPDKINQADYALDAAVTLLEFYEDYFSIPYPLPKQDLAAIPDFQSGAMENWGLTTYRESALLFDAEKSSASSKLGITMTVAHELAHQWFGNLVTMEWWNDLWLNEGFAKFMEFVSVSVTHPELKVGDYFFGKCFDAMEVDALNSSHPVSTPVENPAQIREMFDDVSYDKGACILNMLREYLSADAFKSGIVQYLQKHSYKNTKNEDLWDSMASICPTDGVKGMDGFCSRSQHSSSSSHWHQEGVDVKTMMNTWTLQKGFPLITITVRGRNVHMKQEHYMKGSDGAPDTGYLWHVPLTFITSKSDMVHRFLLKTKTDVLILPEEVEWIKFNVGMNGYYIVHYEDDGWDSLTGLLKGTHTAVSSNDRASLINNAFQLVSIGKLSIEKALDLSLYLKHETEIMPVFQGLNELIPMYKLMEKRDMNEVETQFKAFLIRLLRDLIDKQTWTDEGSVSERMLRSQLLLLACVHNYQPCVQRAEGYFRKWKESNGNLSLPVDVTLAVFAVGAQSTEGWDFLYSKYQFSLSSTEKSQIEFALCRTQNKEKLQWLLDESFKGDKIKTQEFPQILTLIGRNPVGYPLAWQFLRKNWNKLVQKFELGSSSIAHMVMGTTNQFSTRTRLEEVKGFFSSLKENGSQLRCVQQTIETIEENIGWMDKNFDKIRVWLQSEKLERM
# LGR2 inh – inhibitors of bursicon-induced Drosophila LGR2 receptor cAMP signaling; 380,000 tested, 0.35% active; inhibition, % at 9.99 µM; HEK293 LGR2, CRE-luciferase, bursicon-stimulated, 4 h;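 active = drop in luminescence signal, shown as inhibition above about 50% in the replicate tests, limit read from the data, passing the limit was not always enough; inconclusive = probably only some replicates passing the limit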;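 note: agonist challenge used bursicon conditioned medium at about half maximal strength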
# * marks the source's active call; other numbers are inactive results; ? = inconclusive; · = no result given; & = joins results of further samples. This is a subset; the hit share may differ from the screen's.
smiles,ERAP1 inh,S100A4 MyoIIA,SIRT5 block,Cneo AK release,LGR2 inh,C2C12 statin,Xi reactivation,PGC1a acetyl inh
Cc1noc(C)c1S(=O)(=O)Nc1ccc2c(c1)C(=O)N([C@@H](C)CO)C[C@H](C)[C@H](CN(C)CC1CCCCC1)OCCCC[C@@H](C)O2,-1,68,3,8,18,7,-1.1,·
CCc1noc(C)c1C(=O)Nc1cc(Cl)ccc1N1CCCC1,2,-5,-2,-6,4,-3,0.2,·
COc1ccc(NC(=O)Nc2ccccc2)cc1S(=O)(=O)N1CCCCC1,-1,-3,-2,·,13,·,0.0,-5
CO[C@H](CN(C)S(=O)(=O)c1ccccc1)[C@H](C)CN(Cc1ccccc1Cl)[C@H](C)CO,0,6,-4,6,13,-15,-0.1,-18
CCOC(=O)C1(CCCc2ccccc2)CCN(C(=O)[C@@H]2C[C@@H](C)NC(=S)N2)CC1,-1,-2,-2,3,-10,6,0.0,3
COCC(C)NS(=O)(=O)c1ccc(C(=O)NCCCn2ccc3ccccc32)cc1 (configuration not stated),-4,-2,-7,0,7,3,0.0,·
Cc1cc(C)cc(Cn2cc(CN3CC(N(C)C)CS3(=O)=O)nn2)c1 (configuration not stated),1,-1,-8,·,-3,·,0.3,·
C/C(=N\NC(=O)c1ccc(OC2OCCOC2Oc2ccc(C(=O)N/N=C(\C)c3ccncc3)cc2)cc1)c1ccncc1 (configuration not stated),·,2,1,·,32,10,·,-5
N/C(=N\OC(=O)c1ccc(Br)o1)c1ccccn1,0,-4,-1,-11,74*,·,-0.1,-2
Cc1cc2c(NC(=O)Nc3ccc(F)cc3)cccc2nn1,2,15,-5,0,3,·,0.0,3

# The final four records of the part above come first, to join the parts.
smiles,ERAP1 inh,S100A4 MyoIIA,SIRT5 block,Cneo AK release,LGR2 inh,C2C12 statin,Xi reactivation,PGC1a acetyl inh
Cc1cc(C)cc(Cn2cc(CN3CC(N(C)C)CS3(=O)=O)nn2)c1 (configuration not stated),1,-1,-8,·,-3,·,0.3,·
C/C(=N\NC(=O)c1ccc(OC2OCCOC2Oc2ccc(C(=O)N/N=C(\C)c3ccncc3)cc2)cc1)c1ccncc1 (configuration not stated),·,2,1,·,32,10,·,-5
N/C(=N\OC(=O)c1ccc(Br)o1)c1ccccn1,0,-4,-1,-11,74*,·,-0.1,-2
Cc1cc2c(NC(=O)Nc3ccc(F)cc3)cccc2nn1,2,15,-5,0,3,·,0.0,3
CCCNC(=O)N1[C@H](CNC(C)=O)[C@H](c2ccc(-c3ccccc3)cc2)[C@@H]1CO,·,·,·,6,-4,-8,0.0,1
COc1cc(CCC(N)c2cccc(O)c2)cc(OC)c1OC (configuration not stated),5,-8,0,·,-2,·,0.0,·
COc1ccc(/C=C(/NC(=O)c2ccccc2)C(=O)N/N=C/c2sccc2C)cc1,-1,-3,7,·,15,·,0.3,·
CC1=C(C(=O)N(C)CCC#N)C2(CCCCC2)OC1=O,·,-2,·,1,-12,7,0.0,-6
CN1[C@H](CO)[C@@H]2c3ccccc3N(C(=O)Nc3ccccc3F)C[C@@H]21,3,-3,1,1,-10,-1,0.2,-3
CCOC(=O)Nc1csnn1,-1,-4,-1,-2,4,7,0.3,·
Cc1ccccc1S(=O)(=O)N(C)C[C@@H]1OCc2cnnn2CCCC(=O)N([C@H](C)CO)C[C@H]1C,9&0,-2&1,-6&3,3&55,5&-2,9&-16&-5,0.4&-0.5,-2&2&-10
CCOC(=O)c1c(C)[nH]c(C(=O)COC(=O)c2cc(C)oc2C)c1C,0,-3,6,·,-38,-14,-0.1,-3
COc1ccc(N2CC(O)=C(c3nc(-c4ccc(Cl)cc4)cs3)C2=N)cc1,0,-7,2,·,5,·,1.1,-9
COc1cc(NC(=O)CCc2c(C)nn(-c3ccc(N4CCOCC4)nn3)c2C)cc(OC)c1OC,-5,-5,-1,-1,14,-6,0.0,-7
Cc1nc(Nc2ccccc2C)c2cnn(C)c2n1,0,-2,·,0,-32,-7,-0.1,2
N#Cc1ccncc1Sc1ccc(Cl)cc1,2,4,-4,0,0,-3,0.0,·
O=C1NC[C@H](CCCCN2C[C@H](Cc3ccc(O)cc3)N(CCC3CCCCC3)C(=O)C2=O)N(CCc2ccc(O)cc2)C1=O,-3,-4,1,·,-2,·,0.8,·
C[C@@H]1CN([C@H](C)CO)C(=O)c2cccc(NC(=O)c3cnccn3)c2O[C@@H]1CN(C)Cc1ccc(Oc2ccccc2)cc1,0,9,5,-3,10,-26,0.0,12
CCC(NCc1cccnc1)c1ccc(OC)c(OC)c1 (configuration not stated),-3,2,-1,-6,-8,-2,0.1,5
COc1cccc(-c2ccccc2C2=CC(=O)CC(C)(C)C2=O)c1,-3,3,-2,4,2,17,0.5,-11
C#CCSc1[nH]c(=O)cc(C)c1C#N,2,-1,4,·,-10,·,0.0,10
COCCn1cc(C(=O)NCc2cccs2)c2c3ccccc3n(C)c2c1=O,·,·,·,-2,22,-15,·,-5
COc1ccc(CCN(C)C2CCCN(C(=O)Cn3cccn3)C2)cc1OC (configuration not stated),-1,-5,-3,2,18,-6,0.0,-6
Cc1cccc(C(=O)NNC(=O)Nc2ccccc2)c1,0,-2,-6,1,1,-12,0.2,0

# Of the compounds above, 4 contain a Cl atom.
smiles,ERAP1 inh,S100A4 MyoIIA,SIRT5 block,Cneo AK release,LGR2 inh,C2C12 statin,Xi reactivation,PGC1a acetyl inh
CCc1noc(C)c1C(=O)Nc1cc(Cl)ccc1N1CCCC1,2,-5,-2,-6,4,-3,0.2,·
CO[C@H](CN(C)S(=O)(=O)c1ccccc1)[C@H](C)CN(Cc1ccccc1Cl)[C@H](C)CO,0,6,-4,6,13,-15,-0.1,-18
COc1ccc(N2CC(O)=C(c3nc(-c4ccc(Cl)cc4)cs3)C2=N)cc1,0,-7,2,·,5,·,1.1,-9
N#Cc1ccncc1Sc1ccc(Cl)cc1,2,4,-4,0,0,-3,0.0,·

# Carrying on.
smiles,ERAP1 inh,S100A4 MyoIIA,SIRT5 block,Cneo AK release,LGR2 inh,C2C12 statin,Xi reactivation,PGC1a acetyl inh
CCCNC(=O)C[C@@H]1CC[C@@H]2[C@H](COc3ccc(NC(=O)Nc4c(C)noc4C)cc3C(=O)N2C)O1,3,6,-2,59,25,-20,0.0,6
O=C(Cc1c(F)cccc1Cl)Nc1cc(S(=O)(=O)N2CCOCC2)ccc1N1CCCC1,-1,-3,-7,0,-6,4,-0.1,1
CC1CCCC(NC(=O)COC(=O)/C=C/c2ccc(F)cc2)C1C (configuration not stated),-2,-5,-1,0,-2,10,2.2,·
Cc1ccc(S(=O)(=O)N2CC3(O)CN(C(=O)OC(C)C)N(C(=O)OC(C)C)CC3(OC(=O)NCc3ccccc3)C2)cc1 (configuration not stated),2,4,0,-5,-16,-6,?,3
C[C@@H]1CN([C@H](C)CO)C(=O)c2cccc(NC(=O)Nc3ccc(F)cc3)c2O[C@H]1CN(C)C,-1,4,8,-7,15,13,-0.1,-9
CCC(C)C(Nc1ncnc2scc(-c3ccccc3)c12)C(=O)O (configuration not stated),7,-7,0,6,-12,3,0.0,1
CN1c2ccc(C#Cc3cccnc3)cc2[C@H]2[C@H](CCN2C(=O)C2CC2)[C@@H]1CO,2,-2,2,15,4,-14,0.0,-3
O=C(NNC(=S)NC1CCCCC1)c1sc2ccccc2c1Cl,9,0,-2,·,-3,·,0.4,5
Cc1cc(C)cc(CC(CC(=O)Nc2ccc(Cl)cc2)C(=O)O)c1 (configuration not stated),2,-4,-1,1,10,2,0.3,5
Cc1ccccc1S(=O)(=O)N[C@H]1CC[C@@H](CCn2cc(-c3ccccc3)nn2)O[C@@H]1CO,4,13,8,4,11,-6,-0.6,-9
O=C(O)CSc1ncnc2scc(-c3ccc(Br)cc3)c12,·,-5,0,0,-1,-1,·,-4
CNCCCCOc1ccccc1-c1ccccc1,-3,3,-1,4,24,·,0.0,-7
C[C@@H]1O[C@H](C2CCCCC2)Cc2[nH][nH]c(=O)c21,1,-1,-4,·,3,·,0.4,·
CC1(C)CC(NC(=S)NCc2ccco2)CC(C)(C)N1,2,-2,-2,2,1,11,0.0,-12
COc1ccc(-c2ncn(CCc3ccccc3OC)c2CC(C)C)cc1,6,2,·,·,?,·,0.3,·
O=[N+]([O-])c1ccc(N2CCN(Cc3ccc4c(c3)OCO4)CC2)nc1,-2,-3,8,1,·,-2,0.2,-5
O=C(CCN=C1NS(=O)(=O)c2ccccc21)N1CCc2ccccc2C1,-4,-2,4,·,6,·,-0.1,·
CCC(C)NC(=O)c1ccccc1-c1ccccc1C(=O)NC(C)CC (configuration not stated),1,-5,-3,-3,3,3,0.4,·
Cc1ccc(S(=O)(=O)Nc2ccc3c(c2)OCCO3)cc1,0,1,·,1,17,-4,0.4,·
CCOP(=O)(OCC)c1nc(-c2cccc3ccccc23)oc1NCc1ccccc1,-1,8,-9,-1,-7&3,49,·,5
O=S(=O)(N[C@H]1CC[C@@H](CCn2cc(-c3ccccc3F)nn2)O[C@H]1CO)c1ccc(F)cc1,2,-42,1,·,6,·,0.2,-1
CCCC#Cc1ccc2c(c1)O[C@H](CN(C)Cc1ccc3c(c1)OCO3)[C@@H](C)CN([C@@H](C)CO)S2(=O)=O,1,-2,6,28,7,-44,-1.2,-24
CC1(C(=O)Nc2cccc3cccnc23)CCN1C(=O)CCC1CCCC1 (configuration not stated),0,-18,1,-2,5,-2,0.0,-22
CCCCc1nc2cc(C(=O)NCCc3cnn(C)c3)ccc2o1,0,-3,0,0,1,0,0.2,·
CCCCCCC(=O)N/N=C(\C)Cc1ccccc1,-3,-4,-3,·,·,3,0.2,4
O=C(Nc1ccc(Cl)cc1)c1cccnc1N1CCCCC1,·,·,·,-2,-17,12,·,-6
Cc1ccc(-n2nnnc2SCC(=O)Nc2ccccc2-c2ccccc2)cc1C,-2,-4,-1,·,42,·,0.0,·
O=C(Nc1cccc(C(=O)O)c1)Nc1cccc2ccccc12,-8,-8,6,11,-6,3,0.0,11
Cc1ccc(C)c(S(=O)(=O)N/N=C/c2ccc(C(=O)O)cc2)c1,·,·,·,1,-8,·,0.2,4
O=c1cc(-c2ccc([N+](=O)[O-])cc2)c2ccc(O)cc2o1,-3,4,10,-1,22,2,0.0,3
CC(Oc1ccc(Br)cc1)C(=O)Nc1cc(S(=O)(=O)N2CCOCC2)ccc1N1CCCC1 (configuration not stated),1,-7,1,2,-18,·,0.0,·
